PI5P4Ka inh: blocks human PI5P4K alpha kinase activity | P48426 | actives 1.2% (n = 330,000) | max response, % | PI5P4Kalpha enzyme, ADP-Glo luminescence, 60 min; hits give low values; active = max response of -50% or lower; inconclusive = between -30% and -50%; inactive = -30% or higher; also: value at the top dose of about 77 µM; % is scaled to controls: 0 for no effect and ±100 for the full control effect
Target sequence (P48426 whole entry, looked up): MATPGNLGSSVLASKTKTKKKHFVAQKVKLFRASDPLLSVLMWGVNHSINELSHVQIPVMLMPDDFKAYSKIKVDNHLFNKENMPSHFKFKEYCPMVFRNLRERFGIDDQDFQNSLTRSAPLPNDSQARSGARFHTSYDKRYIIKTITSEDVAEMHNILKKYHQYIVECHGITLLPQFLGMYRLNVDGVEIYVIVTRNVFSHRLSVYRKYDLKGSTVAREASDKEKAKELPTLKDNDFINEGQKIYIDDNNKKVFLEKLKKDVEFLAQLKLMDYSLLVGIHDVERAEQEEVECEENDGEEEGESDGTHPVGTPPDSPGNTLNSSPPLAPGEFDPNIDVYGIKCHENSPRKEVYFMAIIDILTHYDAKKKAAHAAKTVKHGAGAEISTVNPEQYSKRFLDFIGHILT
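Quantitative HTS of the MLSMR library against PI5P4Kalpha with substrate. ATP added last at 5 microM final; room temperature, 60 minutes. Remaining ATP depleted, ADP converted and read as luminescence.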
GLP-1R agonist: agonists of human GLP-1 receptor | actives 0.007% (n = 380,000) | HEK293 GLP-1R CRE-luciferase, luminescence, 4-6 h; cells express a hypersensitive GLP-1R form | Potency, µM (highest dose often 45.6 µM), inactives show top-dose activation, actives largely listed as activators | AID 624172; also: potency is read from the fitted curve at half-maximal effect; % of control where 0% means no effect
Target sequence (P43220 whole entry, looked up): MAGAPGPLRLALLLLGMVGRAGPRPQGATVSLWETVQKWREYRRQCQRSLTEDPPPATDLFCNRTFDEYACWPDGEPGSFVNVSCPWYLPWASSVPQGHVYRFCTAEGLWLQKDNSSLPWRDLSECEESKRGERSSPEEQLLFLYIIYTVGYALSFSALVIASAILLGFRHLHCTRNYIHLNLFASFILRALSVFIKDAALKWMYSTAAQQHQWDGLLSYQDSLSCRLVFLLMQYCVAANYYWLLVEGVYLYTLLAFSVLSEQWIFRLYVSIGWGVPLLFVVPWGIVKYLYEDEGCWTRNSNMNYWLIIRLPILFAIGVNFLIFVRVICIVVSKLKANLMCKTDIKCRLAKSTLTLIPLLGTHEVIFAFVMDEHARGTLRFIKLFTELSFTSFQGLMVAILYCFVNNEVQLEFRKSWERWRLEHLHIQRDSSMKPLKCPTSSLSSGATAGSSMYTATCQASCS
PTHR1 ag: PTHR1 (human) receptor agonism; HEK293 GP2 PTHR1 cells, GloSensor cAMP luminescence, 1 h; AID 743266; Potency, µM (highest dose often 115 µM), for the others: at the highest dose activation, actives largely listed as activators; Q03431; actives 0.075% (n = 410,000); also: potency is read from the fitted curve at half-maximal effect; nearly all actives have a fitted effect of over 55% in size; some results filed as inactive show a strong effect at the top dose; inactives centre near -15; many of its hits are not listed in these tables
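HEK-293-derived GP2 cells expressing PTHR1 and a GloSensor cAMP reporter, 3,000/well, plated overnight, given luciferin plus IBMX (each 0.5 mM as added) for 1 h at 37 °C, then compound for 1 h at 37 °C. Luminescence was read after 15 min at room temperature.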
PLK1 PBD block: inhibitors of human PLK1 polo-box domain binding | P53350 | Plk1 PBD binding of FITC phosphopeptide, fluorescence polarization | Potency, µM, for inactives: max response, negative = inhibition, most hits filed as inhibitors | actives 2.8% (n = 360,000) | AID 720504; also: potency is read from the fitted curve at half-maximal effect; series mostly up to about 57 µM; % is scaled to controls: 0 for no effect and ±100 for the full control effect; nearly all actives have a fitted effect of over 65% in size
IL-2 act: activates IL-2 in a cell-based reporter assay; IL-2 activation reporter assay, cell-based qHTS; stimulated with anti-CD3/CD4/CD28 beads; in transgenic mouse T cells; actives 0.065% (n = 360,000); activation, % (series mostly up to about 46 µM); in the data active = activation above about 50%; inconclusive = mostly about 30% to 49%; also: 0% is about no effect
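Readout is EGFP and DsRed signal by fluorescent plate cytometry after 18 h at 37 degrees C. Transgenic mouse T cells (750/well) received compound for 60 min before bead stimulation (anti-CD3, anti-CD4, anti-CD28); memory T cells served as non-tolerant control.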
EPAC1 ag: agonists of human EPAC1 | actives 0.073% (n = 360,000) | O95398 | EPAC1 agonist qHTS, biochemical assay; response scale: 100% = response to 6.5 mM cAMP | AID 720707 | Potency, µM (series often up to 154 µM), inactives show at the highest dose activation, usual class: activators; also: potency is read from the fitted curve at half-maximal effect; nearly all actives have a fitted effect of over 60% in size
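EPAC1 100 nM, Rap1B–BODIPY-GDP 250 nM, unlabeled GDP 50 uM; compound titration; 5 min RT; kinetic read ex480/em540 at 5-min intervals ×30 min; data normalized to 6.5 mM cAMP agonist control.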
EPAC1 antag: blocks human EPAC1 exchange factor; EPAC1 GEF assay, Rap1b-BODIPY-GDP exchange fluorescence; actives 0.14% (n = 360,000); Potency, µM (doses to about 115 µM), without a hit: at the highest dose activity change, negative = inhibition, most hits filed as inhibitors;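 also: potency is read from the fitted curve at half-maximal effect; plate controls were vehicle for no effect and positive control for full effect; nearly all actives have a fitted effect of over 50% in size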
HEK293 tox: cytotoxic in the GLP-1 receptor inverse agonist counter-screen. HEK293 cAMP-luciferase reporter cells, luminescence, 24 h. Potency, µM (doses to about 38.3 µM), inactives show top-dose activity change, negative = inhibition, most hits filed as inhibitors. actives 0.13% (n = 410,000). AID 624418;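 also: loss of luciferase light is scored as toxicity; potency is read from the fitted curve at half-maximal effect; % is scaled to controls: 0 for no effect and ±100 for the full control effect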
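Quantitative HTS format, 1536 wells, 200 cells/uL seeded. Compounds: 23 nL, 24 h, 37 °C. Detection: luciferase reagent, luminescence at 12 min RT; decreased signal taken as cytotoxic.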
GLP-1R inv ag: GLP-1 receptor (human) inverse agonism; P43220; HEK293 GLP-1R CRE-luciferase, luminescence, 24 h; GLP-1R form is constitutively active; Potency, µM (top dose mostly 38.3 µM), for inactives: at the top dose activity change, negative = inhibition, hits mostly inhibitors; actives 1.6% (n = 410,000); AID 624417; also: potency is read from the fitted curve at half-maximal effect; % is scaled to controls: 0 for no effect and ±100 for the full control effect; nearly all actives have a fitted effect of over 55% in size
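Inverse agonists were sought by their lowering of basal cAMP reporter luciferase output in HEK293 cells stably carrying constitutively active human GLP-1R, after 24 h compound treatment.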
Active calls of the source: *; i = inactive; u = inconclusive; x = not tested or not shown; & = joins results of further samples; [ ] = another dose, or the depositor's remark. Unless noted, calls follow the shape of the dose curve; as a rule, active = well fitted curve in the direction sought with a large enough effect; inconclusive = small, poorly fitted or top-dose-only effect, or another doubt; inactive = no such curve, though single readings can be large; an effect the other way counts as inactive or inconclusive. An excerpt. The share of hits here may be higher or lower than overall.

Molecule	PI5P4Ka inh	GLP-1R agonist	PTHR1 ag	PLK1 PBD block	IL-2 act	EPAC1 ag	EPAC1 antag	HEK293 tox	GLP-1R inv ag
CCn1cc(CN2CCC(n3nccc3NC(=O)c3cccc(F)c3)CC2)c(C)n1	-3.2	-10.7%	-17.1%	-1.1%	0.7	4.0%	0.0%	11.3%	13.2%
COc1ccc(CN2C(=O)c3cccnc3C2=O)cc1S(=O)(=O)NC1CCCCC1	1.4	-6.4%	i	8.1%	0.3	-15.8%	-10.7%	2.0%	17.9%
CCOC(=O)C1CCN(C(=O)c2ccccc2NS(=O)(=O)c2cc(C)ccc2C)CC1	11.6	1.4%	-16.8%	0.2%	0.2	-6.5%	5.5%	-17.2%	1.7%
CCN1C(=O)CSc2ccc(C(=O)NCCCN3CCOCC3)cc21	x	-2.9%	-5.4%	-1.3%	-3.2	-4.7%	3.5%	-3.2%	14.0%
Cc1oc(-c2ccccc2Cl)nc1CSc1nc2c(c(=O)[nH]1)CCC2	6.7	-1.8%	-17.7%	-7.3%	-1.2	-20.0%	-0.3%	-15.5%	89.0%[activator]
Cc1ccc(N(Cc2ccccc2)C(=O)c2cccc(S(=O)(=O)N3CCOCC3)c2)cc1	5.1	-6.5%	-11.9%	-0.9%	-1.2	-35.7%	u	-5.8%	u
Cc1ccc(Cn2nnc3c(=O)[nH]c(C4CCCN(S(=O)(=O)c5ccccc5)C4)nc32)cc1 (configuration not stated)	x	10.9%	i	0.3%&-13.1%	0.0	19.9%	-18.2%	u	84.7%[activator]
CNC(=O)COC(=O)CCC(=O)c1ccc(Cl)cc1	4.1	-1.7%	i	-9.9%	-2.1	12.3%	1.4%	-3.8%	14.5%
N#CCCN(C(=O)c1ccc2c(=O)n3c(nc2c1)CCCCC3)c1ccccc1	-16.7	2.6%	i	23.8µM*	-2.5	4.2%	-0.7%	3.8%	3.3%
CC(=O)Nc1ccc(N2C(=O)c3ccc(C(=O)Nc4nnc(SCc5ccc(F)cc5)s4)cc3C2=O)cc1	-18.1	-1.0%	-11.7%	-3.4%	-2.5	-13.1%	7.0%	-44.6%	7.7%
CSc1nnc(NC(=O)c2nc(S(=O)(=O)Cc3ccc(C)cc3)ncc2Cl)s1	-26.6	-6.4%	-29.8%	u	-6.3	-10.2%	u	u	u
C[C@@H]1C(c2ccc(F)cc2)=NN(c2ccccc2)[C@H]1C(=O)N1CCOC1=O	10.9	2.1%	i	-5.3%	0.1	0.6%	u	10.7%	5.3%
CCC(Oc1ccccc1OC)C(=O)Nc1ccc2c(c1)n(C)c(=O)n2C (configuration not stated)	-1.9	22.7%	i	-4.9%	-1.2	7.2%	-8.8%	3.5%	58.0%[activator]
Cc1ccc(NC(=O)N/C=C/c2ccc(Cl)cc2)cc1	-17.0	0.3%	-23.4%	26.7µM*	0.3	6.8%	4.0%	1.5%	11.1%
CCOC(=O)C1CC2=C(CCCC2=O)N(Cc2ccccc2)C1=O (configuration not stated)	-1.9	-2.0%	-18.6%	-9.7%	-0.2	-7.2%	12.5%	-14.3%	15.5%
CC(C)(C)c1ccc(C2/C(=C(\O)c3ccc4c(c3)OCCO4)C(=O)C(=O)N2CCCN2CCOCC2)cc1 (configuration not stated)	1.3	-3.6%	-3.5%	-27.1%	-1.9	5.0%	10.7%	3.7%	15.6%
Cc1cc(NC(=S)N(Cc2cccc(Br)c2)CC2CCC(C(=O)O)CC2)ccc1Cl (configuration not stated)	15.2	3.0%	-23.8%	-23.0%	-0.8	0.8%	-8.9%	-9.2%	u
CCOC(=O)CN(C(=O)CNC(=O)c1ccco1)C(C(=O)NC1CCCCC1)c1cccc(OC)c1 (configuration not stated)	-0.9	-3.0%	i	-1.5%	-0.4	2.5%	-1.6%	-8.0%	19.8%
COc1cc2ccccc2cc1C(=O)OCC(=O)N(CC(C)C)c1c(N)n(Cc2ccccc2)c(=O)[nH]c1=O	-3.0	7.8%	i	5.1%	-2.5	-17.8%	-19.5%	13.6%	-22.3%
Cc1ccc(NC(=O)CN(C)C(=O)Cn2c(=O)oc3ccccc32)cc1	8.6	10.1%	i	-3.9%	-0.2	1.6%	-23.9%	11.2%	0.1%
COc1cc(OC)cc(C(=O)NC(C)c2ccc(Br)cc2)c1 (configuration not stated)	3.7	12.8%	i	-7.0%	-1.2	11.8%	-5.9%	-13.9%	-2.6%
COc1cccc(-n2c(Cc3cc(=O)[nH]c(=O)[nH]3)nnc2SCC(=O)Nc2ccccc2)c1	4.6	-6.4%	-2.7%	-5.0%	-2.3	16.9%	-13.0%	2.0%	-1.2%
CCOC(=O)N1CCN(C(=O)c2ccc(CS(=O)Cc3ccccc3Cl)o2)CC1 (configuration not stated)	-1.2	14.5%	i	-14.2%	-0.6	14.8%	18.0%	-6.9%	14.3%
O=C(CCN1C(=O)c2ccccc2C1=O)N1CCN(Cc2ccccc2)CC1	x	-0.5%	-8.8%[57.5 µM]	-4.1%	-2.3	4.0%	0.3%	0.3%	-7.3%
COc1ccc2c(c1)c1c(c(=O)n(-c3ccc(C)cc3)c(=O)n1CC(=O)NCc1ccc(C)cc1)n2C	x	0.8%	i	x	x	x	x	0.0%	0.3%
Cc1cc(C)c(-c2csc(NC(=O)C3=NN(c4ccccc4)C(=O)CC3)n2)c(C)c1	-1.1	-4.9%	-11.2%	-0.2%	-4.4	-2.8%	-14.5%	-3.2%	u
COc1ccc(CN2C(=O)c3cccnc3C2=O)cc1S(=O)(=O)N1CCCC(C)C1 (configuration not stated)	-1.8	0.6%	-4.0%	-13.3%	0.8	7.5%	-26.9%	-4.4%	1.6%
O=C(/C=C/c1ccco1)NC(=S)Nc1cccc(-c2nc3ccccc3s2)c1	-21.3	-2.0%	-3.7%	-9.9%	0.2	5.3%	-7.1%	u	u
COc1cccc(/C=C2/SC(=S)N(CCC(=O)N3CCOCC3)C2=O)c1	-6.6	-1.1%	-4.9%	29.9µM*	-0.4	-5.5%	6.8%	-7.0%	2.8%
NC(=O)c1ccccc1NC(=O)COc1ccc(Cl)cc1	-11.1	5.0%	-8.7%	-9.2%	0.1	3.4%	9.9%	-19.7%	-14.9%

Marked active in PLK1 PBD block, among the entries above:
structure,PI5P4Ka inh,GLP-1R agonist,PTHR1 ag,PLK1 PBD block,EPAC1 antag,GLP-1R inv ag
N#CCCN(C(=O)c1ccc2c(=O)n3c(nc2c1)CCCCC3)c1ccccc1,-16.7,2.6%,i,23.8µM*,-0.7%,3.3%
Cc1ccc(NC(=O)N/C=C/c2ccc(Cl)cc2)cc1,-17.0,0.3%,-23.4%,26.7µM*,4.0%,11.1%
COc1cccc(/C=C2/SC(=S)N(CCC(=O)N3CCOCC3)C2=O)c1,-6.6,-1.1%,-4.9%,29.9µM*,6.8%,2.8%

The list goes on:
Molecule	PI5P4Ka inh	GLP-1R agonist	PTHR1 ag	PLK1 PBD block	IL-2 act	EPAC1 ag	EPAC1 antag	HEK293 tox	GLP-1R inv ag
O=C(CNC(=O)c1ccccc1F)NCCN1C(=O)S/C(=C\c2ccccc2Cl)C1=O	-5.7	9.8%	-7.5%	-8.6%	0.2	1.6%	2.2%	3.8%	-11.1%
CN(C(=O)COC(=O)c1cc(-c2ccco2)nc2ccccc12)C1CCS(=O)(=O)C1 (configuration not stated)	-66.2*	0.2%	-15.6%	18.9µM*	-0.8	9.4%	u	36.7%[activator]	35.4%[activator]
CC(NC(=O)c1cncc(Br)c1)c1ccc(S(N)(=O)=O)cc1 (configuration not stated)	-0.2	6.3%	i	-9.1%	0.0	2.5%	-8.3%	41.5%[activator]	6.1%
Clc1ccc(-c2cc(CN3CCOCC3)no2)cc1	2.7	13.2%	-21.1%	2.8%	0.7	-5.7%	-11.7%	1.0%	-14.0%
Cc1cccc(NC(=O)C2CCCN(C(=O)Nc3ccccc3)C2)c1C (configuration not stated)	9.6	-0.1%	-6.7%[57.5 µM]	-0.5%	-2.0	-0.5%	4.3%	-16.2%	5.2%
COc1cc(CNCc2ccccn2)ccc1OCC(=O)NC1CCCCC1	0.4	-3.4%	i	-0.5%	-3.8	-3.5%	9.9%	-17.3%	0.7%
O=c1nc(N(c2ccccc2)c2ccccc2)[nH]c(=O)[nH]1	7.8	-7.9%	i	2.0%	1.7	-9.0%	-1.5%	6.1%	-23.2%
CN1/C(=C\C(=O)CSc2nncn2C)C(C)(C)c2ccccc21	0.9	0.2%	i	-4.3%	0.3	10.3%	3.0%	u	0.7%
C=CCn1c(C(CC)CC)nc2ccccc21	1.5	6.8%	i	-6.2%	-2.1	4.7%	8.3%	-23.1%	-31.8%
CCCNc1c(NS(=O)(=O)c2ccc(NC(=O)CC)cc2)c(=O)oc2ccccc12	1.0	-2.6%	-23.5%	-1.7%	-0.5	-5.9%	5.3%	0.0%	-18.2%
O=c1c2cc(Br)ccc2nc(-c2cccc(C(F)(F)F)c2)n1O	-6.5	-25.5%	-23.9%	-1.9%	-5.6	-3.7%	4.1%	u	-16.4%
CCCNC(=O)CN1C(=O)COc2ccc(S(=O)(=O)N3CCCCCC3)cc21	-0.5	-3.0%&0.3%	-12.8%	-13.4%	-0.3	-3.7%	-7.9%	-18.8%&-10.6%	-8.1%&-4.0%
Cc1ccc(N2CCN(S(=O)(=O)N3CCCCC3)CC2)cc1C	4.2	2.5%	-1.0%	-4.7%	0.4	-19.0%	-17.0%	-1.8%	-9.3%
O=C(NCCc1nnc2ccc(NCCCN3CCOCC3)nn12)c1ccccc1	-11.4	-0.8%	-11.5%	-2.9%	1.5	4.5%	0.1%	4.8%	31.3%
